Calpain2 inh – inhibitors of pig calpain II; purified calpain II, fluorogenic peptide substrate, 30 min; inhibition, % at 16 µM; actives 0.37% (n = 220,000);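 active means inhibition above about 50%, limit read from the data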
EBV gp42 block – inhibitors of Epstein-Barr virus glycoprotein 42. Q1HVG2. Fluorescence polarization binding assay, mP read-out. inhibition, % (tested at 21.74 µM). actives 0.42% (n = 220,000); in the data active means inhibition above about 50%
Target sequence (Q1HVG2 whole entry, looked up): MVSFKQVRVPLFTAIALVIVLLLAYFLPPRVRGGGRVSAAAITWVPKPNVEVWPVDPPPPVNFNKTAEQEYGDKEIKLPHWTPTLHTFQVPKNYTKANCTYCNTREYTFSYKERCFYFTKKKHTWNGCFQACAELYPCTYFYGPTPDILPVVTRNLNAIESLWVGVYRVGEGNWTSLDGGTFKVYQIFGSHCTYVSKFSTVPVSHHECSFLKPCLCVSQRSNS
Thrombin inh – blocks human thrombin protease activity; P00734; alpha-thrombin, Boc-VPR-AMC fluorogenic substrate cleavage; inhibition, % at 5 µM; actives 0.26% (n = 220,000);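 active means inhibition at or above 40%; inactive means inhibition below 40%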;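 further: 0% = enzyme with no compound and 100% = wells without enzyme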
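Material: human alpha-thrombin enzyme / Medium: pH 7.5 Tris (50 mM) with NaCl 150 mM, Tween 20 0.05% / Compound: single-point dosing at 5 µM, 0.2% DMSO / Incubation: enzyme reaction carried out at room temperature / Detection: AMC fluorescence, 355/460 nm / Read-out basis: percent inhibition scaled between no-compound controls and no-enzyme blanks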
TbHK1 inh – blocks Trypanosoma brucei hexokinase 1 activity; recombinant TbHK1, G6PDH-coupled NADH A340; inhibition, % at 10 µM; actives 0.11% (n = 220,000); AID 1430;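 active means inhibition of 50% or more in the single-dose primary screen; inactive means inhibition below 50%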
zfTRPN1 agonist – agonists of zebrafish TRPN1 channel; activation, % at 3 µM; HEK293 zebrafish TRPN1-YFP, Fluo-8 calcium fluorescence; 100% = response to 87 µM carbachol; actives 0.18% (n = 220,000); AID 1424;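 active means activation above its plate's cutoff, the mean activation of test wells on that plate plus 3 SD, cut at about 19% in these data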;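 further: 0% = DMSO alone and 100% = 87 µM carbachol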
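Assay system: Zebrafish TRPN1-YFP in HEK293 cells | Incubation: Dye loading 1 h at 37 °C, then 30 min room temperature | Measured by: Kinetic Fluo-8 fluorescence, ex 470-495, em 515-575 nm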
TRPML3 ag – agonists of human TRPML3 channel | activation, % at 3 µM | Q8TDD5 | actives 0.29% (n = 220,000) | AID 1448 | HEK293 TRPML3-YFP, Fluo-8 calcium fluorescence; 100% = the carbachol control signal;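 active means activation above its plate's cutoff, the mean activation of the plate's test wells plus 3 SD, cut at about 12% in these data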;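 further: 0% = DMSO only wells and 100% = carbachol wells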
Target sequence (Q8TDD5 whole entry, looked up): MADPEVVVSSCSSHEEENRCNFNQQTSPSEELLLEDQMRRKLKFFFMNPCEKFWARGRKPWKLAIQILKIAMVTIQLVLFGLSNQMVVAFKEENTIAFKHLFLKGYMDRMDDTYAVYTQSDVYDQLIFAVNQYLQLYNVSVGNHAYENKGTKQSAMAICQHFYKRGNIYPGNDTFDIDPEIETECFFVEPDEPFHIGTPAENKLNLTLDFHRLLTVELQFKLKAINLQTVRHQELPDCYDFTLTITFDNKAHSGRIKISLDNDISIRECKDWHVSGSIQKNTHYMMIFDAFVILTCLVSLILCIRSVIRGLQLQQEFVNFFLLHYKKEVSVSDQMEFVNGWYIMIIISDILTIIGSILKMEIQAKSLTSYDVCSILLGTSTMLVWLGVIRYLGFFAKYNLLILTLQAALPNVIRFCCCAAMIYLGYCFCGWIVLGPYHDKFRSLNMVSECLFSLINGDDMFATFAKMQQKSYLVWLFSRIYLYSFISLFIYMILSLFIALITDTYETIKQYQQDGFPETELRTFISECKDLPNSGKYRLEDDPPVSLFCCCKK
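Test system: TRPML3-YFP stable HEK293 cells. Doses: single point at 3 µM. Incubation: dye loading 1 h 37 °C then 30 min ambient, 125 s read. Signal: Fluo-8 calcium dye fluorescence, ex 470-495, em 515-575 nm. Measure: percent activation from peak-to-basal fluorescence ratio, scaled between DMSO and carbachol.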
Furin inh – inhibitors of human furin | purified furin, fluorogenic substrate cleavage | AID 463115 | actives 0.061% (n = 220,000) | P09958 | inhibition, % at 30 µM; in the data active means inhibition above about 25%; further: inactives centre near -15
PPC-1+TRAIL kill – PPC-1 cancer cell killing with TRAIL present; PPC-1 cells + TRAIL, ATPLite viability luminescence; cell killing (% activity), % at 4 µM; actives 0.41% (n = 220,000); AID 1443;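 active means cell killing above 50% in the first pass at 4 µM, then a duplicate retest at 5 µM averaging 50% or more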;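 further: plate controls were cells with TRAIL plus DMSO for no effect and medium-only wells lacking cells for full effect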
Cl transport mod – modulators of human KCC2 chloride dependent transport. actives 2.2% (n = 190,000). KCC2 cells, thallium flux FluoZin-2 fluorescence. B-score of Tl+ flux slope (higher = more flux/activation; lower = inhibition) at 10 µM. Q9H2X9. AID 1456;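 active means thallium flux slope and its plate-corrected score both differing from the plate sample mean at a set confidence after two filtering rounds, in either direction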;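 further: slope of fluorescence scaled to starting intensity during 10 to 20 s after thallium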
Active calls of the source: *; [ ] = remark or other dose.

COc1ccc(CC(=O)NC2CCCc3ccccc32)cc1 (stereo not drawn) was read as Calpain2 inh 18, EBV gp42 block -11, Thrombin inh -3, TbHK1 inh -6, zfTRPN1 agonist -1.2, TRPML3 ag -0.8, Furin inh -9, PPC-1+TRAIL kill 28 and Cl transport mod -0.32.
For NC(=O)CSc1nnc2n(-c3ccccc3)c(=O)c3c4c(sc3n12)CCCCC4 the results were Calpain2 inh 10, EBV gp42 block 0, Thrombin inh 4, TbHK1 inh 0, zfTRPN1 agonist -0.8, TRPML3 ag 0.3, Furin inh -14, PPC-1+TRAIL kill 17 and Cl transport mod -0.18.
For Cc1ccc(Nc2nc(N)nc(CSc3nncn3C)n2)cc1 the results were Calpain2 inh -16, EBV gp42 block -25, Thrombin inh -3, TbHK1 inh -4, zfTRPN1 agonist 0.5, TRPML3 ag 1.1, Furin inh -21[20 µM], PPC-1+TRAIL kill 17 and Cl transport mod 0.19.
For COC(=O)c1ccccc1NS(=O)(=O)c1ccc2c3c(cccc13)C(=O)N2 the results were TbHK1 inh 35, zfTRPN1 agonist -0.7, TRPML3 ag -0.5, Furin inh -10, PPC-1+TRAIL kill -20 and Cl transport mod -0.083.
Cc1ccc(NC(=O)c2c(C(=O)Nc3ccccc3)sc3nc(C)cc(=O)n23)cc1 was read as Calpain2 inh -21, EBV gp42 block -6, Thrombin inh -7, TbHK1 inh -11, zfTRPN1 agonist 0.5, TRPML3 ag 0.8, Furin inh -17, PPC-1+TRAIL kill 11 and Cl transport mod -0.79.
COc1ccccc1/C=C1\CCCC2=C1Nc1nnnn1C2c1ccccc1OC (stereo not drawn) was read as Calpain2 inh -71, EBV gp42 block -3, Thrombin inh -4, TbHK1 inh -11, zfTRPN1 agonist -1.4, TRPML3 ag 0.5, Furin inh -16, PPC-1+TRAIL kill -22 and Cl transport mod -0.48.
Screening CCOC(=O)c1[nH]cnc1C(=O)Nc1ccccn1 returned Calpain2 inh 25, EBV gp42 block -14, Thrombin inh 2, TbHK1 inh -6, zfTRPN1 agonist 0.6, TRPML3 ag 0.5, Furin inh -20, PPC-1+TRAIL kill 9 and Cl transport mod -0.27.
For CCCCN(C)C(=O)C(Cc1ccccc1)NS(=O)(=O)c1ccc2c(c1)CCC(=O)N2 (stereo not drawn) the results were Calpain2 inh 9, EBV gp42 block -4, Thrombin inh -7, TbHK1 inh 2, zfTRPN1 agonist 1.2, TRPML3 ag 1.1, Furin inh -3, PPC-1+TRAIL kill 13 and Cl transport mod 0.11.
N#C/C(=C\c1cccc([N+](=O)[O-])c1)C(=O)NCC1CCCO1 (stereo not drawn) was read as Calpain2 inh 33, EBV gp42 block -17, Thrombin inh 6, TbHK1 inh 0, zfTRPN1 agonist 1.5, TRPML3 ag 0.3, Furin inh 2, PPC-1+TRAIL kill 7 and Cl transport mod -1.2.
For O=C(CCCOc1ccccc1)OCn1nnc2ccccc2c1=O the results were Calpain2 inh 11, EBV gp42 block -4, Thrombin inh -8, TbHK1 inh -2, zfTRPN1 agonist 0.3, TRPML3 ag 0.3, Furin inh -25, PPC-1+TRAIL kill -13 and Cl transport mod 0.77.
Screening CCOc1cc(N2CCOCC2)c(OCC)cc1NC(=O)C(NC(=O)c1ccco1)C(C)C (stereo not drawn) returned Calpain2 inh -35, EBV gp42 block -6, Thrombin inh 3, TbHK1 inh 1, zfTRPN1 agonist 2.4, TRPML3 ag 0.0, Furin inh -12, PPC-1+TRAIL kill 18 and Cl transport mod 0.5.
Screening Nc1c(Cl)ncnc1N/N=C/c1cccnc1 returned Calpain2 inh 2, EBV gp42 block 1, Thrombin inh -7, TbHK1 inh -54, zfTRPN1 agonist 1.2, TRPML3 ag 0.6, Furin inh 2, PPC-1+TRAIL kill 4 and Cl transport mod 0.042.
`Cc1nc2ccccc2nc(C)c1=NO` gave Calpain2 inh -20, EBV gp42 block -8, Thrombin inh -1, TbHK1 inh 0, zfTRPN1 agonist 0.7, TRPML3 ag 0.2, Furin inh -21[20 µM], PPC-1+TRAIL kill 25 and Cl transport mod 0.24.
For Cc1cccc(COCC(Cc2ccccc2)N2CCN(C(=O)c3cccc(Cl)c3)CCC2=O)c1 (stereo not drawn) the results were Calpain2 inh -6, EBV gp42 block 4, Thrombin inh 0, TbHK1 inh 2, zfTRPN1 agonist -1.7, TRPML3 ag -0.5, Furin inh -12, PPC-1+TRAIL kill 12 and Cl transport mod -0.44.
CCCCCC(=O)Nc1ccc(-c2csc(C)n2)cc1 was read as Calpain2 inh -2, EBV gp42 block -11, Thrombin inh -3, TbHK1 inh 6, zfTRPN1 agonist 1.6, TRPML3 ag 0.9, Furin inh -21, PPC-1+TRAIL kill 36 and Cl transport mod -0.12.
Cc1noc(NS(=O)(=O)c2ccc(NC(=O)CSc3nnc(-c4ccccc4)n3C3CCCCC3)cc2)c1C was read as Calpain2 inh -33, EBV gp42 block -3, Thrombin inh -8, TbHK1 inh -4, zfTRPN1 agonist -0.7, TRPML3 ag 1.2, Furin inh -19[20 µM] and PPC-1+TRAIL kill 3.
`C/C(=N/Nc1nc(-c2ccccc2)cc(-c2ccc(F)cc2)n1)c1cccc(N)c1` gave Calpain2 inh 17, EBV gp42 block 7, Thrombin inh 26, TbHK1 inh -19, zfTRPN1 agonist -1.1, TRPML3 ag 0.2, Furin inh -8, PPC-1+TRAIL kill -5 and Cl transport mod -0.83.
For Cc1ccc(N2NC(=O)/C(=C/C=C/c3ccco3)C2=O)cc1C the results were Calpain2 inh 15, EBV gp42 block -8, Thrombin inh 6, TbHK1 inh -7, zfTRPN1 agonist 0.1, TRPML3 ag 1.1, Furin inh -5, PPC-1+TRAIL kill 6 and Cl transport mod 0.0016.
For COCCNC(=O)c1cc(Sc2nnc(C)s2)nc2ccccc12 the results were Calpain2 inh -14, EBV gp42 block -6, Thrombin inh -7, TbHK1 inh -22, zfTRPN1 agonist 0.2, TRPML3 ag 0.4, Furin inh -7, PPC-1+TRAIL kill 0 and Cl transport mod 0.24.
Screening CCC(Oc1ccccc1)C(=O)NC1C(=O)N2C1SC(C)(C)C2C(=O)O (stereo not drawn) returned Calpain2 inh -12, EBV gp42 block -5, Thrombin inh 4, TbHK1 inh -4, zfTRPN1 agonist 1.0, TRPML3 ag 0.8, Furin inh -18, PPC-1+TRAIL kill 21 and Cl transport mod 0.62.
Screening O=C(Nc1ccc2c(c1)OCO2)c1ccncc1 returned Calpain2 inh -8, EBV gp42 block -18, Thrombin inh 0, TbHK1 inh -6, zfTRPN1 agonist -1.4, TRPML3 ag -0.3, Furin inh -8 and PPC-1+TRAIL kill -2.
Cc1ccc(C(C[N+](=O)[O-])c2c(C)cc3ccccn23)cc1 (stereo not drawn) was read as Calpain2 inh -6, EBV gp42 block 10, Thrombin inh 2, TbHK1 inh 18, zfTRPN1 agonist -0.9, TRPML3 ag 0.4, Furin inh 0, PPC-1+TRAIL kill 22 and Cl transport mod 0.055.
Screening Brc1ccc(C2=CC(c3ccco3)n3nnnc3N2)cc1 (stereo not drawn) returned Calpain2 inh -20, EBV gp42 block -5, Thrombin inh 1, TbHK1 inh -24, zfTRPN1 agonist -0.7, TRPML3 ag 0.1, Furin inh -26, PPC-1+TRAIL kill 4 and Cl transport mod 1.8.
Screening Cc1noc(C)c1C(=O)NCCCc1ccccc1 returned Calpain2 inh 9, EBV gp42 block -19, Thrombin inh -1, TbHK1 inh 4, zfTRPN1 agonist 1.1, TRPML3 ag -0.2, Furin inh -9, PPC-1+TRAIL kill -18 and Cl transport mod -1.2.

Compounds above with a furan ring, fused or not:
Screening CCOc1cc(N2CCOCC2)c(OCC)cc1NC(=O)C(NC(=O)c1ccco1)C(C)C (stereo not drawn) returned Calpain2 inh -35, EBV gp42 block -6, Thrombin inh 3, TbHK1 inh 1, zfTRPN1 agonist 2.4, TRPML3 ag 0.0, Furin inh -12, PPC-1+TRAIL kill 18 and Cl transport mod 0.5.
For Cc1ccc(N2NC(=O)/C(=C/C=C/c3ccco3)C2=O)cc1C the results were Calpain2 inh 15, EBV gp42 block -8, Thrombin inh 6, TbHK1 inh -7, zfTRPN1 agonist 0.1, TRPML3 ag 1.1, Furin inh -5, PPC-1+TRAIL kill 6 and Cl transport mod 0.0016.
Screening Brc1ccc(C2=CC(c3ccco3)n3nnnc3N2)cc1 (stereo not drawn) returned Calpain2 inh -20, EBV gp42 block -5, Thrombin inh 1, TbHK1 inh -24, zfTRPN1 agonist -0.7, TRPML3 ag 0.1, Furin inh -26, PPC-1+TRAIL kill 4 and Cl transport mod 1.8.

Later entries
For COc1ccc(C(=O)OCC(=O)NCCCc2ccccc2)cc1[N+](=O)[O-] the results were Calpain2 inh 8, EBV gp42 block -15, Thrombin inh 3, TbHK1 inh -4, zfTRPN1 agonist -1.0, TRPML3 ag 0.7, Furin inh -28, PPC-1+TRAIL kill 1 and Cl transport mod -1.2.
`CCC1=C(OC(=O)N(CC)CC)N2C(=O)OC(=NCCOC)[C@]2(Cc2ccccc2)[C@H]2C1=CC[C@H]1C(=O)NC(=O)[C@H]12` gave Calpain2 inh -8, EBV gp42 block -12, Thrombin inh -4, TbHK1 inh -11, Furin inh -29, PPC-1+TRAIL kill -2 and Cl transport mod 0.057.
`COC(=O)c1ccc(CSc2nnc(N)s2)o1` gave Calpain2 inh -7, EBV gp42 block -23, Thrombin inh -6, TbHK1 inh 2, zfTRPN1 agonist 2.5, TRPML3 ag 0.8, Furin inh -21, PPC-1+TRAIL kill 10 and Cl transport mod 0.69.
`CCC(=O)Nc1cc(ON=C(C)C)cc([N+](=O)[O-])c1` gave Calpain2 inh 23, EBV gp42 block 6, Thrombin inh -4, TbHK1 inh 0, zfTRPN1 agonist 1.2, TRPML3 ag -0.3, Furin inh -15, PPC-1+TRAIL kill 36 and Cl transport mod -0.45.
Screening COc1ccc(C(C)=O)cc1COC(=O)CNC(=O)c1ccc(Cl)cc1 returned Calpain2 inh 13, EBV gp42 block 8, Thrombin inh -9, TbHK1 inh 8, zfTRPN1 agonist -0.1, TRPML3 ag -0.5, Furin inh -2, PPC-1+TRAIL kill 0 and Cl transport mod 0.37.
For COC(C/C=C/[C@@H](O)COCc1ccccc1)OC the results were Calpain2 inh 11, EBV gp42 block 6, Thrombin inh 17, TbHK1 inh -3, Furin inh 0, PPC-1+TRAIL kill 5 and Cl transport mod -0.25.
For CCCCc1n[nH]c2c1/C(=N/O)CC(C)(C)C2 the results were Calpain2 inh 17, EBV gp42 block 7, Thrombin inh -6, TbHK1 inh 1, zfTRPN1 agonist 0.1, TRPML3 ag 1.2, Furin inh -16[20 µM], PPC-1+TRAIL kill 28 and Cl transport mod -0.25.
CCOC(=O)c1c(-c2ccco2)csc1N was read as Calpain2 inh 9, EBV gp42 block -14, Thrombin inh -1, TbHK1 inh -2, zfTRPN1 agonist -1.2, TRPML3 ag 0.0, Furin inh -21, PPC-1+TRAIL kill 18 and Cl transport mod 1.
Screening COc1ccccc1C1c2[nH]c3ccccc3c2CCN1Cc1ccc(NC(C)=O)s1 (stereo not drawn) returned Calpain2 inh -53, EBV gp42 block 11, Thrombin inh 0, TbHK1 inh -1, zfTRPN1 agonist 1.2, TRPML3 ag 0.3, Furin inh -19, PPC-1+TRAIL kill 6 and Cl transport mod -0.7.

Screening data deposited in PubChem by several laboratories.

The order is random; overall some 3.6% were active at least once.
